HTR5A inv ctr: counter-screen for OPRM1-OPRD1 inverse agonists: human HTR5A inverse agonism; P47898; HTR5A cell line, luminescence; inhibition, % at 9.3 µM; 340,000 compounds, 0.083% hits; AID 504634; in the data active = inhibition mostly above about 23%, no sharp cut-off; inactive = mostly below about 18%;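 note: 0% = cells with DMSO and 100% = no-cell wells with DMSO; some compounds called inactive have numbers as strong as hits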
OPRM1-OPRD1 ag: agonists of human mu-delta opioid receptor heterodimerization; activation, % at 9.3 µM; 340,000 compounds, 0.3% hits; P35372+P41143; cells, OPRM1-OPRD1 heterodimerization, luminescence; in the data active = activation above about 18%;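 note: 0% = vehicle-treated cells and 100% = reference agonist; values of inactives mirror those of a sister screen read the other way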
V-ATPase pH: yeast V-ATPase proton transport regulation by pHLuorin; 350,000 compounds, 0.37% hits; response, % at 10 µM; S. cerevisiae, pHLuorin cytosolic pH fluorescence; AID 504577; in the data active = response mostly above about 7.3%, no sharp cut-off; inactive = mostly below about 5.4%; note: actives read high; inactives centre near 0; some compounds called inactive have numbers as strong as hits; reference of the scale not given here
OPRM1-OPRD1 inv: inverse agonist of human OPRM1-OPRD1 heterodimerization; P35372+P41143; cell-based MOR-DOR heterodimer luminescence, inverse agonism; inhibition, % at 9.3 µM; 340,000 compounds, 0.21% hits; in the data active = inhibition above about 22%, passing the limit was not always enough;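 note: 0% = cells with DMSO and 100% = wells without cells with DMSO; values of inactives mirror those of a sister screen read the other way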
DSG3 Ab inh: human desmoglein-3 autoantibody binding inhibition; AID 588358; 310,000 compounds, 0.48% hits; binding (percent of control), % at 10 µM; P32926; DSG3-coupled beads, scFv-anti-DSG3-GFP binding, flow cytometry; hits give low values;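 active = binding more than 3 SD below its plate's average and above zero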;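 note: hits lower antibody fragment binding to DSG3; some compounds called inactive have numbers as strong as hits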
Target sequence (P32926 whole entry, looked up, the tested form may be a part): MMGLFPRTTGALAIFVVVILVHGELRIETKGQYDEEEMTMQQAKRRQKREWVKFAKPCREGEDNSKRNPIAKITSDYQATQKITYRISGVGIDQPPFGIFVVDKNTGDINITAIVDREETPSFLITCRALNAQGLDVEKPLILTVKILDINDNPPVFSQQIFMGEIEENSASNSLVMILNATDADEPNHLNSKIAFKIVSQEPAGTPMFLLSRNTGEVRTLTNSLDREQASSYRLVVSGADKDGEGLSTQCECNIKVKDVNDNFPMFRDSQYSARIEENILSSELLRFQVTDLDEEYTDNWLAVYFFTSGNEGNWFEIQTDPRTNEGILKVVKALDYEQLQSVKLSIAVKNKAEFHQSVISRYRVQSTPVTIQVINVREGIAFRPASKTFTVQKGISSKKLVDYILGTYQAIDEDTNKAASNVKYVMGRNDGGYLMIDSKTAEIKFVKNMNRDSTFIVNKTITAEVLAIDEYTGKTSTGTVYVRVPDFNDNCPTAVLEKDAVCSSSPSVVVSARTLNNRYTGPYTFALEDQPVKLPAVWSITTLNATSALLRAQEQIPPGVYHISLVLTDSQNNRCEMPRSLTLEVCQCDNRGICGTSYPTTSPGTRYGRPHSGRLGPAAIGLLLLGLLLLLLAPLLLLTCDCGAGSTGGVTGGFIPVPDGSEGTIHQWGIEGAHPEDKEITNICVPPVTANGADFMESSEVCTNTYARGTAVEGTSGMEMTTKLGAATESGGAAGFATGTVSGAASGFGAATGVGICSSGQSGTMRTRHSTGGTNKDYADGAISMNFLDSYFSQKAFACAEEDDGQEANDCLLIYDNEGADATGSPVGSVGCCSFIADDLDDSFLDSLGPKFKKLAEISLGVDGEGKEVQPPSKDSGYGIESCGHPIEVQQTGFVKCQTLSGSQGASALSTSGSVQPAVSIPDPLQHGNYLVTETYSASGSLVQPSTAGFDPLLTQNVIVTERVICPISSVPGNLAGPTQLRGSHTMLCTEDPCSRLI
DAGLB inhibitor: diacylglycerol lipase beta (human) inhibition; Q8NCG7; HEK293T DAGLB membrane lysate, EnzChek fluorogenic substrate; inhibition, % at 5.17 µM; 340,000 compounds, 0.059% hits; AID 504411; in the data active = inhibition above about 34%;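 note: 0% = enzyme with vehicle and 100% = wells lacking enzyme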
HTR5A ag: counter-screen for OPRM1-OPRD1 agonists: human HTR5A agonism | HTR5A agonist assay, luminescence, cell-based | activation, % at 9.3 µM | 340,000 compounds, 0.61% hits | P47898; in the data active = activation mostly above about 9.5%, no sharp cut-off; inactive = mostly below about 7.6%;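 note: 0% = cells with vehicle only and 100% = reference agonist; strong numbers were not always called active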
PKA-R1A act: activates the PKA-R1A holoenzyme complex | P00514+P68181 | PKA-R1A dissociation, Cy5-IP20 fluorescence polarization; scaled: DMSO 0%, 113 µM cGMP 100% | activation, % at 11.4 µM | 340,000 compounds, 0.083% hits;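 active = percent activation above the mean of all tested compounds plus 3 SD, cut at about 19% in these data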;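 note: higher means more PKAc released from R1A so a rise in polarization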
PKA-R2B activ: activators of human PKA-R2B complex; P22694+P31323; PKA-R2B holoenzyme dissociation, Cy5-IP20 fluorescence polarization; R2B truncated from residue 108, S112A mutant; 0% DMSO only, 100% 113 µM cGMP; activation, % at 11.4 µM; 340,000 compounds, 0.079% hits;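 active = activation above a cutoff set at the mean over all compounds plus 3 SD, cut at about 18% in these data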;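 note: higher means more holoenzyme dissociation and a rise in polarization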
Arr AP2 block: inhibitors of human beta-arrestin and AP2 interaction; FITC-arrestin peptide / GST-AP2 beads, flow cytometry; AP2 beta2 appendage carries R879A mutation; inhibition, % at 10 µM; 340,000 compounds, 0.31% hits; AID 504490;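 active = inhibition above a set limit, near 3 SD of compounds lacking own fluorescence, cut at about 54% in these data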;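 note: plate controls were DMSO wells for no effect and 5 µM unlabelled arrestin peptide for full effect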
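System: GST-tagged AP2 beta2-adaptin appendage (R879A) on 4 µm glutathione beads / Reagent: FITC-arrestin peptide, 50 nM / Detection: HyperCyt-sampled flow cytometry, FL1 channel, ex 488/em 535 nm / Timing: 12 min plus 1 h, RT / Buffer or medium: PBS plus Tween 20 (0.05%) and BSA (0.1%)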
Numbers without * were called inactive; x = not tested or not shown.

SMILES	HTR5A inv ctr	OPRM1-OPRD1 ag	V-ATPase pH	OPRM1-OPRD1 inv	DSG3 Ab inh	DAGLB inhibitor	HTR5A ag	PKA-R1A act	PKA-R2B activ	Arr AP2 block
Cc1c(Cl)c([N+](=O)[O-])nn1CC(=O)NC12CC3CC(CC(C3)C1)C2	6.4	3.7	1.6	-21.2	101.0	-6.7	-2.2	7.9	12.5	-0.3
O=C(NCCNc1ccc([N+](=O)[O-])cc1C(F)(F)F)c1ccc(F)cc1	-2.5	-0.5	-1.1	2.8	92.6	-5.2	3.0	2.4	0.4	1.2
COc1cc(C(=O)NCCCN2CCCC2=O)ccc1OCc1ccc(Cl)cc1Cl	13.2	0.1	2.8	-0.5	99.0	2.4	-2.1	2.5	-7.7	-6.7
COc1cc(OC)cc(-c2nc3nc(C)c(CCC(=O)O)c(C)n3n2)c1	11.3	0.7	-0.2	-3.8	98.0	0.7	-2.4	-6.4	5.0	9.5
CN1CCN(c2ncnc3c2c(-c2ccccc2)cn3-c2ccc(F)cc2)CC1	39.1*	-5.7	1.4	27.0	117.7	-2.9	-15.8	-9.3	1.1	1.5
O=C(COC(=O)c1ccccc1NCc1ccco1)Nc1ccc2c(c1)OCO2	-29.6	6.9	-2.5	-29.2	x	-13.5	11.8	-5.5	-3.6	-1.8
CCCOc1cccc(C(=O)O)c1	2.5	-2.1	-0.3	11.9	96.7	-2.7	-4.0	0.1	-4.1	0.2
O/N=C1/CCCCC1c1ccccn1 (configuration not stated)	-8.3	-2.2	-0.4	12.7	104.3	-0.9	2.8	-0.7	5.0	-1.0
O=S(=O)(NCc1nnc2ccccn12)c1ccc(Cl)cc1	6.5	-3.2	1.0	12.4	103.8	-0.6	2.9	0.9	3.9	14.3
O=C(/C=C/c1ccc(Cl)cc1)N(c1ccccn1)C1CCCCC1	-11.2	9.4	2.6	-47.7	99.5	-6.3	4.3	-12.0	-8.9	-3.3
CNc1nc(-c2ccccc2)cc(-c2ccccc2)n1	32.3	4.2	-3.5	-23.4	117.5	-6.2	-2.5	-5.4	-11.9	1.5
CC(=O)c1ccc(N2Cc3ccccc3/C2=N\C(=O)Nc2ccc(Cl)cc2)cc1	-2.2	0.9	-2.8	-4.4	87.3	0.2	2.3	6.2	-6.9	25.6
CCOC(=O)C[N+](C)(C)CCOC1CC2CCC1(C)C2(C)C (configuration not stated)	5.8	-3.6	-4.0	18.6	99.0	0.0	-2.2	11.2	-1.3	-4.5
Cc1ccc(NC(=O)C(=O)N2CCCC2)cc1Cl	5.1	-2.4	-2.0	12.0	91.2	-4.2	-2.0	0.7	6.5	2.6
COc1cc2ccccc2cc1C(=O)OCC(=O)N1CCOCC1	-12.9	-3.6	-3.3	19.6	99.9	-4.4	4.6	8.0	12.8	-0.1
NC(=O)C1(N2CCCCC2)CCN(S(=O)(=O)c2ccc(Cl)s2)CC1	0.6	-0.7	-4.0	4.0	99.2	-6.6	-1.7	-2.3	2.7	-3.9
CNC(=O)CC1C(=O)N(c2ccc(F)cc2)C(=S)N1NC(=O)c1ccc(Cl)cc1 (configuration not stated)	-8.1	-1.5	4.4	7.2	88.2	-1.6	2.3	-13.2	-1.7	2.0
O=C(Nc1nccs1)C(F)(F)C(F)(F)C(F)(F)C(=O)Nc1nccs1	-14.4	-2.0	-4.9	9.9	96.5	0.3	4.8	-9.2	-17.4	7.2
CCN(C(=O)c1cc(Cl)ccc1OC)c1ccccc1	-6.9	-1.3	-0.6	6.8	102.5	2.6	2.2	-13.8	1.3	5.5
C=CC[n+]1c(-c2ccc(Cl)cc2Cl)csc1Nc1ccc(NC(C)=O)cc1	4.4	0.0	2.9	-0.2	84.4	1.1	-1.7	-11.7	0.4	34.7
O=C(Nc1sc2c(c1C(=O)NCCO)CCCC2)c1ccco1	-16.7	-1.1	2.4	6.1	102.6	-0.1	6.2	-7.9	0.0	20.2
CCc1ccccc1N(C(=O)c1cccs1)C1C=CS(=O)(=O)C1 (configuration not stated)	5.0	-0.7	-0.8	4.1	88.3	0.2	3.9	6.9	-4.0	8.9
COc1cc(CN2CCC(C(=O)N3CCCC(C)C3)CC2)cc(Br)c1O (configuration not stated)	20.6	-1.9	0.3	10.0	97.3	-1.1	0.0	-17.4	8.2	6.5
CCOc1ccc(NC(=O)c2ccc(N3CC4CC(C3)c3cccc(=O)n3C4)c(N)c2)cc1 (configuration not stated)	-12.2	-1.4	-2.3	7.8	97.5	0.0	4.3	0.4	-3.5	-8.1

Among those listed so far, 7 have sulfur:
SMILES	HTR5A inv ctr	OPRM1-OPRD1 ag	V-ATPase pH	OPRM1-OPRD1 inv	DSG3 Ab inh	DAGLB inhibitor	HTR5A ag	PKA-R1A act	PKA-R2B activ	Arr AP2 block
O=S(=O)(NCc1nnc2ccccn12)c1ccc(Cl)cc1	6.5	-3.2	1.0	12.4	103.8	-0.6	2.9	0.9	3.9	14.3
NC(=O)C1(N2CCCCC2)CCN(S(=O)(=O)c2ccc(Cl)s2)CC1	0.6	-0.7	-4.0	4.0	99.2	-6.6	-1.7	-2.3	2.7	-3.9
CNC(=O)CC1C(=O)N(c2ccc(F)cc2)C(=S)N1NC(=O)c1ccc(Cl)cc1 (configuration not stated)	-8.1	-1.5	4.4	7.2	88.2	-1.6	2.3	-13.2	-1.7	2.0
O=C(Nc1nccs1)C(F)(F)C(F)(F)C(F)(F)C(=O)Nc1nccs1	-14.4	-2.0	-4.9	9.9	96.5	0.3	4.8	-9.2	-17.4	7.2
C=CC[n+]1c(-c2ccc(Cl)cc2Cl)csc1Nc1ccc(NC(C)=O)cc1	4.4	0.0	2.9	-0.2	84.4	1.1	-1.7	-11.7	0.4	34.7
O=C(Nc1sc2c(c1C(=O)NCCO)CCCC2)c1ccco1	-16.7	-1.1	2.4	6.1	102.6	-0.1	6.2	-7.9	0.0	20.2
CCc1ccccc1N(C(=O)c1cccs1)C1C=CS(=O)(=O)C1 (configuration not stated)	5.0	-0.7	-0.8	4.1	88.3	0.2	3.9	6.9	-4.0	8.9

Source: PubChem

Rows were taken by chance; overall some 2.4% were active at least once.
